TEAD-YAP inh – TEAD-YAP interaction inhibition. inhibition, % at 9.12 µM. hit rate 1.4% among 640,000. HEK-TIYL cells, TEAD-Gal4/YAP UAS-luciferase luminescence. AID 1259422; in the data active = inhibition above about 32%;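 note: 0% = median of test compound wells and 100% = reference inhibitor wells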
FBW7 activator – activators of human E3 ligase FBW7 | Q969H0 | AlphaScreen FBW7–phospho-cyclin E peptide binding, activator screen | normalized activity (activation), % at 26.1 µM | hit rate 0.13% among 650,000; in the data active = normalized activity above about 1.9%;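 note: purified mutant Fbw7 with reduced substrate affinity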
GPR151 ag – activators of human GPR151 | hit rate 1% among 650,000 | PathHunter beta-arrestin GPR151 cells, luminescence | activation, % at 11.2 µM | Q8TDV0; in the data active = activation above about 4.9%;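 note: 0% = median of compound wells and 100% = cells with positive control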
Target sequence (Q8TDV0 whole entry, looked up): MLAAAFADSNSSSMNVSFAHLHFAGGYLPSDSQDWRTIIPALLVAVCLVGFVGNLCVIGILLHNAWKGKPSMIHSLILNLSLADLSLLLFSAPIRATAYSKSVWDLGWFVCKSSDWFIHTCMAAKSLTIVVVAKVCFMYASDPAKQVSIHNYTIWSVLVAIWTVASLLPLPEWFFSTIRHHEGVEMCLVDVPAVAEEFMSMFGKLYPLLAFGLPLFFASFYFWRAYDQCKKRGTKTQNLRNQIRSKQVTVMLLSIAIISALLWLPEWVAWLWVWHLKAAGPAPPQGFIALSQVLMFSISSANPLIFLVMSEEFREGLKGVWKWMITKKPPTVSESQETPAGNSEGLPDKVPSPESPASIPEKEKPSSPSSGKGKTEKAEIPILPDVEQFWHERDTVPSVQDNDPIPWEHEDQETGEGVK
MITF primary – inhibitors of human MITF; O75030; AlphaScreen MITF homodimerization, bead proximity signal; inhibition, % at 2.6 µM; hit rate 0.91% among 650,000; in the data active = inhibition above about 50%;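 note: 0% = vehicle wells with protein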
Target sequence (O75030 whole entry, looked up): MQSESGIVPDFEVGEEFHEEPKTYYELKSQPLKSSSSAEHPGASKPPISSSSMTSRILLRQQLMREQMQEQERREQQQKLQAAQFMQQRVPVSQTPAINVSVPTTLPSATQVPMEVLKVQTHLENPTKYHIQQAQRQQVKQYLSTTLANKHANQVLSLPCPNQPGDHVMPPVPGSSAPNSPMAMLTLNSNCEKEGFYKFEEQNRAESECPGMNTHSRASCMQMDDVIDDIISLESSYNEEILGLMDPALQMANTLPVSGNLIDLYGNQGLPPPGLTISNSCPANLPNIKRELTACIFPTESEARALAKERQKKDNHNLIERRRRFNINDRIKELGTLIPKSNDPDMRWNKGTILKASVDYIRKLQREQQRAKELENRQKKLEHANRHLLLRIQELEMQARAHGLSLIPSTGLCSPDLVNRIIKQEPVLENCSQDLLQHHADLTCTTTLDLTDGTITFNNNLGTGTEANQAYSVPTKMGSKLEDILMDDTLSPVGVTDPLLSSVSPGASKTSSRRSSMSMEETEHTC
Starred values were filed as active, the others as inactive. Rows were taken by chance (roughly 3.4% active in at least one column).

Cc1cc(OCC(=O)Nc2ccc([N+](=O)[O-])cc2O)cc(C)c1Cl was read as TEAD-YAP inh -4.3, FBW7 activator 0.2, GPR151 ag -1.2 and MITF primary 3.0.
For CC(C)(C)C1=NOC(O)(C(F)(F)F)C1 (stereo not given) the results were TEAD-YAP inh 4.2, FBW7 activator 0.0, GPR151 ag 1.3 and MITF primary 5.4.
For O=C(N[C@@H]1c2ccccc2C2(CCN(C(=O)CC3=CCCCC3)CC2)[C@H]1O)c1cccnc1 the results were TEAD-YAP inh 1.7, FBW7 activator -0.1, GPR151 ag 0.2 and MITF primary 3.0.
Screening COC(=O)c1ccc(COc2ccc(C=O)cc2OC)cc1 returned TEAD-YAP inh -32.1, FBW7 activator 0.0, GPR151 ag 0.5 and MITF primary -0.8.
For COc1ccc(C(O)C23CC4CC(CC(C4)C2)C3)cc1 (stereo not given) the results were TEAD-YAP inh -2.9, FBW7 activator -0.1, GPR151 ag 0.2 and MITF primary -4.5.
COc1ccc(C2C(C(=O)c3ccco3)=C(O)C(=O)N2CCN(C)C)cc1OC (stereo not given) was read as TEAD-YAP inh 14.9, FBW7 activator 0.0, GPR151 ag 0.9 and MITF primary 19.9.
`CC(C)CN1CC[C@H]2[C@H](CCCN2Cc2ccc3nsnc3c2)C1` gave TEAD-YAP inh 7.0, FBW7 activator -0.1, GPR151 ag 0.3 and MITF primary -0.1.
Cc1cc(C(=O)c2cnc(/N=C/N(C)C)s2)cc(C)c1O was read as TEAD-YAP inh -2.1, FBW7 activator 0.2, GPR151 ag 1.6 and MITF primary -6.0.
For Cc1c(C#N)c(N)n(CCN2CCOCC2)c1C the results were TEAD-YAP inh 2.3, FBW7 activator 0.3, GPR151 ag 0.7 and MITF primary -6.2.
`CCOC(=O)CSc1nc2ccccc2n1C(=O)OC` gave TEAD-YAP inh -13.3, FBW7 activator 0.0, GPR151 ag -0.8 and MITF primary -8.0.
CCc1c(C(=O)NC2CCCC2)[nH]c(C)c1C(C)=O was read as TEAD-YAP inh 0.6, FBW7 activator 0.1, GPR151 ag -0.2 and MITF primary -7.6.
Screening CC(=O)N1CCC(N(C(=O)Nc2ccc(Br)c(C)c2)C(C)C)CC1 returned TEAD-YAP inh -2.0, FBW7 activator 0.1, GPR151 ag -1.6 and MITF primary -63.5.
COc1ccc(NC(=O)c2cc(Cl)ccc2NC(=O)c2cccc([N+](=O)[O-])c2)cc1 was read as TEAD-YAP inh -1.2, FBW7 activator 0.7, GPR151 ag -2.7 and MITF primary 2.3.
For CCOC(=O)c1cnc2c(c(C)nn2CC)c1NCCN1CCOCC1 the results were TEAD-YAP inh -3.0, FBW7 activator 0.1, GPR151 ag -0.4 and MITF primary 5.1.
For O=C(CSc1nnc2ncccn12)NCc1ccc(F)cc1 the results were TEAD-YAP inh -6.9, FBW7 activator -0.3, GPR151 ag 0.6 and MITF primary -11.2.
For COc1ccccc1C1C(C#N)=C(N)Oc2cc(C)n(Cc3cccs3)c(=O)c21 (stereo not given) the results were TEAD-YAP inh 5.4, FBW7 activator -0.1, GPR151 ag -1.8 and MITF primary 5.2.
For C/C(=N\NC(=O)c1ccc(Br)cc1)c1cccnc1 the results were TEAD-YAP inh 3.9, FBW7 activator -0.1, GPR151 ag -0.2 and MITF primary 5.8.
CCN(C(=O)c1cc(C(=O)N(CC)c2ccccc2)cc([N+](=O)[O-])c1)c1ccccc1 was read as TEAD-YAP inh -8.7, FBW7 activator -0.3, GPR151 ag -1.0 and MITF primary 7.3.
O=C(CN1CCC(C(=O)c2ccc(Cl)cc2)CC1)NCc1ccc2c(c1)OCO2 was read as TEAD-YAP inh 19.6, FBW7 activator 0.1, GPR151 ag -0.2 and MITF primary -3.5.
COc1ccc(-c2noc(CNC(=O)COc3cc(C)cc(C)c3C)n2)cc1 was read as TEAD-YAP inh 14.7, FBW7 activator 0.5, GPR151 ag -0.9 and MITF primary 7.8.

Brought forward from above: 5 compounds; new compounds follow.
For COc1ccccc1C1C(C#N)=C(N)Oc2cc(C)n(Cc3cccs3)c(=O)c21 (stereo not given) the results were TEAD-YAP inh 5.4, FBW7 activator -0.1, GPR151 ag -1.8 and MITF primary 5.2.
For C/C(=N\NC(=O)c1ccc(Br)cc1)c1cccnc1 the results were TEAD-YAP inh 3.9, FBW7 activator -0.1, GPR151 ag -0.2 and MITF primary 5.8.
CCN(C(=O)c1cc(C(=O)N(CC)c2ccccc2)cc([N+](=O)[O-])c1)c1ccccc1 was read as TEAD-YAP inh -8.7, FBW7 activator -0.3, GPR151 ag -1.0 and MITF primary 7.3.
O=C(CN1CCC(C(=O)c2ccc(Cl)cc2)CC1)NCc1ccc2c(c1)OCO2 was read as TEAD-YAP inh 19.6, FBW7 activator 0.1, GPR151 ag -0.2 and MITF primary -3.5.
COc1ccc(-c2noc(CNC(=O)COc3cc(C)cc(C)c3C)n2)cc1 was read as TEAD-YAP inh 14.7, FBW7 activator 0.5, GPR151 ag -0.9 and MITF primary 7.8.
Screening CCN1CCCC1CNS(=O)(=O)c1ccc(Cl)c(C(F)(F)F)c1 (stereo not given) returned TEAD-YAP inh -3.5, FBW7 activator 0.7, GPR151 ag 1.3 and MITF primary 8.6.
`Cc1ccc(N2C(=O)CC(c3ccccc3)C3=C2CC(C)(C)CC3=O)cc1` (stereo not given) gave TEAD-YAP inh 10.5, FBW7 activator -0.4, GPR151 ag -2.0 and MITF primary 10.7.
CC12COC3(C(=O)O)CC1CCC32C (stereo not given) was read as TEAD-YAP inh -2.6, FBW7 activator 0.1, GPR151 ag -1.5 and MITF primary 15.4.
Cc1cccc(NC(=O)C2(N3CCC3=O)CCCCC2)c1 was read as TEAD-YAP inh -1.0, FBW7 activator -0.1, GPR151 ag 0.9 and MITF primary -18.2.
For Cc1cc(C(=O)Nc2cccc(-c3ccc(N4CCOCC4)nn3)c2)c(C)o1 the results were TEAD-YAP inh 0.4, FBW7 activator 0.4, GPR151 ag -1.2 and MITF primary -8.5.
Nc1c(N)c(F)c(F)c(F)c1F was read as TEAD-YAP inh -0.9, FBW7 activator 0.0, GPR151 ag -0.1 and MITF primary -4.1.
Screening CC(=O)Oc1ccc2c(=O)c(-c3ccc4c(c3)OCCO4)c(C)oc2c1C returned TEAD-YAP inh -14.9, FBW7 activator 0.1, GPR151 ag 3.8 and MITF primary 12.6.
For Cc1c(Cl)cccc1NC(=O)c1cc2c(=O)oc3ccccc3c2s1 the results were TEAD-YAP inh -0.2, FBW7 activator 0.2, GPR151 ag -0.2 and MITF primary 12.0.
For O=C1CCCN1CCn1cnc2c(NCc3ccccc3)nc(Nc3ccc(-n4ccnc4)cc3)nc21 the results were TEAD-YAP inh -2.4, FBW7 activator 0.1, GPR151 ag -0.2 and MITF primary -1.9.
C=CCn1c(SCC(=O)c2ccccc2)nc2cc(C(=O)NCC3CCCO3)ccc2c1=O (stereo not given) was read as TEAD-YAP inh -0.3, FBW7 activator 0.1, GPR151 ag 1.3 and MITF primary -7.3.
CCOC(=O)c1c(N2C(=O)Nc3ccccc3N2O)n[nH]c1-c1cccc(OC)c1 was read as TEAD-YAP inh -1.0, FBW7 activator -0.1, GPR151 ag 2.7 and MITF primary 6.7.
`CCOC(=O)C1=NNC2C(=O)N(c3ccccc3Cl)C(=O)C12` (stereo not given) gave TEAD-YAP inh 4.5, FBW7 activator 0.1, GPR151 ag 0.7 and MITF primary 17.6.
Screening Cc1ccc(NC(=O)c2ccc3c(=O)n(C4CCCCC4)c(=S)[nH]c3c2)cc1Cl returned TEAD-YAP inh -2.8, FBW7 activator -0.1, GPR151 ag -0.4 and MITF primary 9.5.
Screening COc1cccc(C(=O)N(Cc2ccc(C)cc2)C2CCS(=O)(=O)C2)c1 (stereo not given) returned TEAD-YAP inh 1.0, FBW7 activator 0.1, GPR151 ag -1.4 and MITF primary -1.2.
O=C(CSc1cn(Cc2cccc(F)c2)c2ccccc12)Nc1ccccc1 was read as TEAD-YAP inh -0.9, FBW7 activator 0.0, GPR151 ag -0.1 and MITF primary -4.8.
`CCc1ccc(CN2CCC(CO)(Cc3cccc(OC)c3)CC2)o1` gave TEAD-YAP inh -1.8, FBW7 activator -0.1, GPR151 ag -0.3 and MITF primary -7.4.
Screening COc1ccc(S(=O)(=O)N(CC(=O)NCC2CCCO2)c2ccc(C)cc2)cc1OC (stereo not given) returned TEAD-YAP inh -9.8, FBW7 activator 0.0, GPR151 ag -0.7 and MITF primary -1.7.
`Nc1nc(CSc2ncn[nH]2)cs1` gave TEAD-YAP inh -11.1, FBW7 activator -0.1, GPR151 ag 1.6 and MITF primary -4.7.
`CN(c1ccccc1C(=O)Nc1cccc([N+](=O)[O-])c1)S(C)(=O)=O` gave TEAD-YAP inh 11.8, FBW7 activator -0.1, GPR151 ag -0.1 and MITF primary -1.5.
Screening OCc1ccc(CN2CCOc3ccc(C(O)CCc4ccccc4)cc3C2)o1 (stereo not given) returned TEAD-YAP inh 24.8, FBW7 activator -0.1, GPR151 ag -0.6 and MITF primary 11.0.
c1csc(CNc2ccc3c(c2)OCCO3)c1 was read as TEAD-YAP inh 9.5, FBW7 activator 0.4, GPR151 ag 0.7 and MITF primary 7.9.
`CCOC(=O)C1=C(C)NC(C)=C(C(=O)OCC)C1c1ccc(OC)cc1OC` gave TEAD-YAP inh -18.0, FBW7 activator -0.1, GPR151 ag -0.4 and MITF primary 9.1.
`CC(=O)c1cccc(-c2ncc(C(=O)NCCO)s2)c1` gave TEAD-YAP inh 2.5, FBW7 activator 0.1, GPR151 ag -0.1 and MITF primary 8.8.
For CCOP(C)(=O)C1(C(=O)OCc2ccccc2)CC1 (stereo not given) the results were TEAD-YAP inh 6.2, FBW7 activator -0.1, GPR151 ag 0.6 and MITF primary 4.5.
`OC(COc1cccc(Cl)c1)CN1CCN(CC(O)COc2cccc(Cl)c2)CC1` (stereo not given) gave TEAD-YAP inh 0.5, FBW7 activator -0.1, GPR151 ag 0.5 and MITF primary -1.5.
Screening COc1ccc(-c2csc(NC(=O)c3cc(-c4ccccc4)nc4ccccc34)n2)cc1OC returned TEAD-YAP inh 7.7, FBW7 activator 0.1, GPR151 ag 0.7 and MITF primary 11.1.
Screening O=C(NCc1nnc2n1CCN(Cc1ccccc1Cl)CC2)c1ccccn1 returned TEAD-YAP inh -1.3, FBW7 activator -0.3, GPR151 ag 0.9 and MITF primary 2.4.
For CN1C2=C(C(=O)CCC2)C(c2ccccc2OCc2ccc(F)cc2)C2=C1CCCC2=O the results were TEAD-YAP inh 2.1, FBW7 activator -0.2, GPR151 ag 1.1 and MITF primary 0.3.
Screening CCn1cc(CCCC(=O)N2CCCC2)c2ccccc21 returned TEAD-YAP inh -8.8, FBW7 activator 0.0, GPR151 ag 0.1 and MITF primary -1.8.
For Cc1ccccc1C(NC(=O)C1CCN(C(=O)N2CCCC2)CC1)c1ccccn1 (stereo not given) the results were TEAD-YAP inh 6.5, FBW7 activator 0.2, GPR151 ag -0.2 and MITF primary 13.8.
Screening CC(NS(=O)(=O)c1ccccc1)C(=O)Nc1ccccc1F (stereo not given) returned TEAD-YAP inh 6.7, FBW7 activator 0.2, GPR151 ag 1.3 and MITF primary 8.1.
For N#Cc1c(NC(=O)COC(=O)CSc2nc(-c3ccccc3)cc(-c3ccccc3)n2)sc2c1CCCC2 the results were TEAD-YAP inh 22.5, FBW7 activator 0.2, GPR151 ag 0.0 and MITF primary 14.8.
CCN(CC)S(=O)(=O)c1ccc(N/N=C/C(C)=C/c2ccccc2)c([N+](=O)[O-])c1 was read as TEAD-YAP inh 6.0, FBW7 activator 0.5, GPR151 ag 0.2 and MITF primary 19.3.
Screening O=C(CCC1CCCC1)Nc1ccc(Br)cn1 returned TEAD-YAP inh -52.4, FBW7 activator -0.2, GPR151 ag 1.3 and MITF primary 0.0.
Screening CCOC(=O)c1ccc(N=c2c([N+](=O)[O-])nn(-c3ccc(Cl)cc3)n2O)cc1 returned TEAD-YAP inh 8.8, FBW7 activator 0.6, GPR151 ag -0.2 and MITF primary 22.3.
CC(C)(C)c1ccc(C(=O)Nc2c3c(nn2-c2ccc(F)cc2)CS(=O)(=O)C3)cc1 was read as TEAD-YAP inh 2.0, FBW7 activator 0.1, GPR151 ag 0.7 and MITF primary 4.8.
`CCN1C(=O)S/C(=C/c2cc(C)n(-c3cccnc3)c2C)C1=O` gave TEAD-YAP inh 50.4*, FBW7 activator -0.1, GPR151 ag 0.5 and MITF primary 13.5.
CCOc1ccc(C2C(C(=O)NC3CCCCC3)c3ccccc3C(=O)N2CCN2CCOCC2)cc1 (stereo not given) was read as TEAD-YAP inh 1.6, FBW7 activator -0.1, GPR151 ag -0.4 and MITF primary -0.9.
Screening COc1ccc(CC(=O)Nc2c3c(nn2-c2ccccc2C)CSC3)cc1 returned TEAD-YAP inh -7.5, FBW7 activator -0.1, GPR151 ag 0.3 and MITF primary 0.9.
`COC(=O)COc1ccc(S(=O)(=O)Nc2cccc(Br)c2)cc1` gave TEAD-YAP inh -4.8, FBW7 activator 0.2, GPR151 ag -0.1 and MITF primary 4.5.
Screening CC(C)(O)C#Cc1ccc(CN2CCc3nnc(-c4ccccc4)n3CC2)cc1 returned TEAD-YAP inh 5.1, FBW7 activator 0.0, GPR151 ag 0.2 and MITF primary 1.6.
O=C(COc1cccc(Cl)c1)N1CCN(c2ccc3nnc(C4CC4)n3n2)CC1 was read as TEAD-YAP inh 3.6, FBW7 activator -0.2, GPR151 ag 1.7 and MITF primary -7.2.
`COC(CNC(=O)c1cnn2c(C)c(Cc3ccccc3Cl)c(C)nc12)OC` gave TEAD-YAP inh 10.6, FBW7 activator -0.1, GPR151 ag 0.3 and MITF primary 0.4.
For O=C(O)c1ccc(CSCc2ccco2)cc1 the results were TEAD-YAP inh 3.4, FBW7 activator -0.1, GPR151 ag -5.3 and MITF primary 11.4.
COc1ccc(-c2noc(C3CCCN(C(=O)c4ccc(OC)cc4OC)C3)n2)cc1 (stereo not given) was read as TEAD-YAP inh 11.3, FBW7 activator 0.3, GPR151 ag -0.9 and MITF primary 3.8.
